# Screening data: PubChem BioAssay, National Center for Advancing Translational Sciences (NCATS)
# LMNA splice mod = qHTS Assay for Modulators of Lamin A Splicing. HeLa LMNA splicing GFP/RFP minigene ratio, 48 h. Potency, µM (top dose mostly 46.1 µM), for the others: top-dose ratio change, negative = inhibition, usual class: inhibitors. 200,000 tested, 0.01% active. AID 1487, 2009; active = well fitted inhibition curve with a large enough effect in the signal ratio, with a control signal flat, not every such curve was filed as active; inconclusive = small, poorly fitted or top-dose-only effect, or effect the other way, or a change in a side signal; the % refers to the signal ratio; note: % is set by controls: 0 for no effect and ±100 for the full control effect
#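 Read-out is the ratio of GFP to DsRed2 object intensity, acquired by 488 nm laser-scanning cytometry on HeLa lamin A-EGFP minigene reporter cells. Compound incubation 48 hrs at 37 °C in Opti-MEM with 2% FBS; DMSO 0.5% final.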
# RECQ1 inh = qHTS Assay for Inhibitors of RecQ-Like Dna Helicase 1 (RECQ1); RECQ1 DNA unwinding, red fluorescence kinetic read; ATP-dependent DNA helicase Q1 (Homo sapiens), P46063; 240,000 tested, 0.54% active; Potency, µM (doses to about 57.3 µM), without a hit: at the highest dose activity, negative = inhibition, usual class: inhibitors;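 note: plate controls were vehicle for no effect and no enzyme for full effect; nearly all actives have a fitted effect of over 30% in size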
# Target sequence (P46063 whole entry, looked up): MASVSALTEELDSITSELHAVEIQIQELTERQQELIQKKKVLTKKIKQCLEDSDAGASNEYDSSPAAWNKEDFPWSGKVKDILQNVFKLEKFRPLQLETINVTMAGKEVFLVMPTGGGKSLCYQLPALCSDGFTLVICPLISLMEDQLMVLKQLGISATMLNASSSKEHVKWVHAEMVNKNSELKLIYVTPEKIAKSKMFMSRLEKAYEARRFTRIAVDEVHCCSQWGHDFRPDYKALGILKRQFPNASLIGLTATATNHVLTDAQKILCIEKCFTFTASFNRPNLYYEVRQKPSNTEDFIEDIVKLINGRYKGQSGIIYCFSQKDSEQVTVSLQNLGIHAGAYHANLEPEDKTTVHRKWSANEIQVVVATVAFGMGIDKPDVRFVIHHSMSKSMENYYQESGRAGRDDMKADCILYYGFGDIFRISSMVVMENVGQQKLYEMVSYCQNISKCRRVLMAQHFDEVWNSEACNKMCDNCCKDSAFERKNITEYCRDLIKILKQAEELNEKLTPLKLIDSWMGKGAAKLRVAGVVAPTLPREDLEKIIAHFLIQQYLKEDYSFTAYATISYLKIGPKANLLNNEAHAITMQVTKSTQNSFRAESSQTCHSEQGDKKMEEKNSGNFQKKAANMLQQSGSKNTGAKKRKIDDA
#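 50 nM RECQ1T1 preincubated 15 min with compound in Tris pH 8.0 buffer with MgCl2, DTT, Tween-20 and 2.5 ug/ml poly(dI-dC); started with 200 nM TAMRA/BHQ-2 forked duplex and 2 mM ATP. Unwinding read as fluorescence (525/598 nm), two reads 2 h apart.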
# SMN2 splice up = qHTS Assay for Enhancers of SMN2 Splice Variant Expression; HEK293 SMN2-luciferase splicing reporter, luminescence, 30-36 h; Potency, µM (series often up to 46.1 µM), for inactives: at the highest dose activity change, positive = activation, actives largely listed as activators; AID 1458, 2008; 210,000 tested, 2.8% active; note: % of control where 0% means no effect; nearly all actives have a fitted effect of over 55% in size
#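 HEK293 cells carry an SMN2 […]–luciferase reporter in which exon 7 inclusion puts luciferase in frame. Cells were plated 10-12 h before compound addition, then incubated 30-36 h at 37C. ONE-Glo luminescence was read; sodium butyrate at 4.5 mM final served as control.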
# ALDH1A1 block = qHTS Assay for Inhibitors of Aldehyde Dehydrogenase 1 (ALDH1A1); Aldehyde dehydrogenase 1A1 (Homo sapiens), P00352; Purified ALDH1A1, NADH fluorescence, propionaldehyde substrate; Potency, µM (series often up to 75.3 µM), for inactives: at the top dose activity, negative = inhibition, most hits filed as inhibitors; 220,000 tested, 7.3% active; AID 1030, 2008; active = well fitted inhibition curve with a large enough effect, not every such curve was filed as active; inconclusive = small, poorly fitted or top-dose-only effect, or another doubt; inactive = no such curve, though single readings can be large or run the other way;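 note: plate controls were no enzyme wells and a reference inhibitor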
# TRb SRC2 PPI = qHTS for Inhibitors of the Interaction of Thyroid Hormone Receptor and Steroid Receptor Coregulator 2; Thyroid hormone receptor beta (Homo sapiens), P10828; TRbeta-SRC2 peptide binding, fluorescence polarization; receptor liganded with 1 µM T3; Potency, µM (highest dose often 106 µM), for inactives: at the top dose activity change, negative = inhibition, actives largely listed as inhibitors; 280,000 tested, 0.065% active; AID 1469, 2008;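 note: plate controls were bound peptide for no effect and peptide without receptor for full effect; nearly all actives have a fitted effect of over 50% in size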
#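 Compounds were added to 0.6 uM TRb ligand-binding domain and 20 nM Texas Red-labeled SRC2 peptide in Tris buffer containing 1 uM T3, incubated 5 hr at ambient temperature, then read by fluorescence polarization.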
# RGS12 GoLoco inh = qHTS Assay for Inhibitors of RGS12 GoLoco Motif Activity (Red Fluorophore). Potency, µM (top dose mostly 61.6 µM), for the others: top-dose activity, negative = inhibition, actives largely listed as inhibitors. Guanine nucleotide-binding protein G(i) subunit alpha-1 (Homo sapiens), P63096. AID 880, 2007. 230,000 tested, 0.44% active. Gai1:RGS12 GoLoco peptide FP, rhodamine, 10 min; active = well fitted inhibition curve with a large enough effect, not every such curve was filed as active; inactive = no such curve, though single readings can be large or run the other way; note: % is set by controls: 0 for no effect and ±100 for the full control effect; nearly all actives have a fitted effect of over 30% in size; many of its hits are not listed in these tables
# TR SRC2 fluor cs = Total Fluorescence Counterscreen for Inhibitors of the Interaction of Thyroid Hormone Receptor and Steroid Receptor Coregulator 2; 280,000 tested, 0.29% active; AID 1479, 2009; Potency, µM (highest dose often 106 µM), for the others: top-dose fluorescence change, negative = quenching; TRb/SRC2 Texas Red total fluorescence interference; active = well fitted curve in either direction with a large enough effect; inconclusive = small, poorly fitted or top-dose-only effect; note: % is set by controls: 0 for no effect and ±100 for the full control effect
#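 Human TRb ligand-binding domain at 0.6 uM with 20 nM Texas Red SRC2 peptide in Tris buffer containing 1 uM T3 and 5% DMSO, incubated with compound 5 h at ambient temperature. Total fluorescence (555/632 nm) calculated as parallel + 2 × perpendicular.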
# KDM4E inh = qHTS Assay for Inhibitors of Human Jumonji Domain Containing 2E (JMJD2E); Lysine-specific demethylase 4E (Homo sapiens), B2RXH2; JMJD2E catalytic domain, FDH-coupled NADH fluorescence (FDH is formaldehyde dehydrogenase); Potency, µM (titrated, usually from 57.1 µM), for inactives: at the top dose activity change, negative = inhibition, hits mostly inhibitors; 230,000 tested, 1.6% active; active = well fitted inhibition curve with a large enough effect, not every such curve was filed as active; inconclusive = small, poorly fitted or top-dose-only effect, or another doubt; inactive = no such curve, though single readings can be large or run the other way;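 note: 0% = wells with enzyme and -100% = buffer wells without enzyme; nearly all actives have a fitted effect of over 50% in size; many of its hits are not listed in these tables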
# Target sequence (B2RXH2 1-337 limits assumed): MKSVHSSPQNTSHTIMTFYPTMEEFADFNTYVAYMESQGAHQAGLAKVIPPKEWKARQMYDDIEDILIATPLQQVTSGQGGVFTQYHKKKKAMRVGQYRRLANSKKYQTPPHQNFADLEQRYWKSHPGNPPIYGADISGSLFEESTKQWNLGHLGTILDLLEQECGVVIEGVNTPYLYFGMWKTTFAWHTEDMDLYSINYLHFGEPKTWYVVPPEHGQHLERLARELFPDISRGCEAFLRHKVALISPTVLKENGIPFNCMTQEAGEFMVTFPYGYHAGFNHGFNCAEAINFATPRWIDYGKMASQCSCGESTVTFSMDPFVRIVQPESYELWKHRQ
# Numbers without * were called inactive; i = inactive; ? = inconclusive; nt = not tested or not shown; [ ] = another dose, or the depositor's remark. Unless noted, calls come from the whole dose curve; as a rule, active = well fitted curve in the direction sought with a large enough effect; inconclusive = small, poorly fitted or top-dose-only effect, or another doubt; inactive = no such curve, though single readings can be large; an effect the other way counts as inactive or inconclusive. Potency is the fitted concentration of half-maximal effect. These rows are one share of the data; rates above refer to the full screens.
compound	KDM4E inh	RGS12 GoLoco inh	SMN2 splice up	ALDH1A1 block	LMNA splice mod	TRb SRC2 PPI	RECQ1 inh	TR SRC2 fluor cs
COc1ccc(CN(CC(=O)NCC2CCCO2)C(=O)CCC(=O)Nc2cc(C)on2)cc1 (stereo not given)	1%	1%	-14%	-12%	0%	-7%	0%	-2%
CC(C)c1nc2sc3c(NCc4ccccc4)ncnc3c2c2c1COC(C)(C)C2	6%	-10%	-17%	8%	-2%	4%	-14%	1%
O=C(NCc1ccco1)c1ccc(N2CCCCC2)c([N+](=O)[O-])c1	-17%	-4%	14%	?	?	-3%	-6%	-3%
COc1ccc(Br)cc1-c1noc(-c2ccccc2F)n1	11%	-1%	6%	0%	6%	1%	-15%	0%
Cc1ccc(CNC(=O)c2cccnc2Cl)cc1	3%	-2%	-2%	12%	-2%[46 µM]	-4%	-4%	-2%
O=C(O)/C=C\C(=O)Nc1cccc(NC(=O)c2ccccc2)c1	2%	7%	9%	?	nt	-10%	i	1%
Cc1ccc(NS(=O)(=O)c2cccc([N+](=O)[O-])c2)nc1	?	4%	-7%	11µM*	-9%[46 µM]	-2%	-7%	0%
CC(C)CC(=O)N1CCN(c2ccc([N+](=O)[O-])cc2Cl)CC1	8%	5%	-30%[inhibitor]	32µM*	?	7%	-19%	2%
NNC(=O)c1[nH]c2ccc(Cl)cc2c1-c1ccccc1	?	0%	nt	1.1µM*	nt	0%	-8%	-2%
CC(C)Cc1nc2sc3c(SCC(N)=O)ncnc3c2c2c1CCC2	8%	13%	nt	7%	nt	-2%	i	-4%
CCCCc1ccc(S(=O)(=O)Nc2cc(C)on2)cc1	5%	9%	-5%	2%	-8%	-15%	-1%	0%
CC(=O)N1C=Cc2c(c(C)c3c([nH]c4ccccc43)c2C)C1	8%	-5%	nt	nt	nt	-2%	-5%	-1%
CNC(=O)c1sc(-c2ccc(Cl)cc2)nc1C	-7%	11%	?	7%	-1%	-9%	-1%	0%
O=C(c1ccc2c(c1)OCCCO2)N1CCCCC1	1%	0%	nt	nt	nt	-3%	2%	-1%
COc1ccc(/C=C/CN2CCC(CO)(Cc3ccccc3Cl)CC2)cc1	-4%	30%[activator]	-21%	0%	nt	8%	15%	-4%
CCOc1ccc(N(CC(=O)Nc2ccc(C)c(C)c2)S(=O)(=O)c2c(C)[nH]c(=O)[nH]c2=O)cc1	-1%	6%	nt	nt	nt	-3%	-4%	-5%
CCCC(=O)NCCc1nc2ccccc2n1CC(=O)c1ccccc1	2%	11%	8%	6%	-4%	0%	-4%	10%
Cc1ccc2n(n1)c(=O)c(Cc1ccccc1)c([O-])[n+]2-c1ccccc1	0%	0%	-25%	?	1%	3%	i	-2%
OCC1(Cc2ccccc2)CCN(C2CCN(c3ccc(F)c(F)c3)CC2)CC1	-2%	6%	nt	?	28%[46 µM]	0%	5%	2%
Cc1c(C#N)c(O)n(CCO)c(=O)c1N=Nc1ccc2c(c1)COC2=O	?	0%	nt	nt	nt	?	-4%	24%
CC1CCCN(Cc2nc3c(c(=O)n(C)c(=O)n3C)n2CCCc2ccccc2)C1 (stereo not given)	-1%	-3%	-9%	?	8%	3%	-12%	-2%
COc1cccc(NC(=O)c2ccc3snnc3c2)c1	0%	-3%	?	0%	-2%	7%	-2%	-2%
COc1nc(OC)nc(N2CCC(C(=O)Nc3cccc4ccccc34)CC2)n1	2%	-1%	9%	17%	-4%	6%	-16%	-5%
COC(=O)CC(NC(=O)c1cccs1)c1ccc(OC)c(OC)c1 (stereo not given)	0%	5%	1%	2%	?	-5%	0%	-6%
CCOC(=O)/C(C#N)=C/c1cn(CCC(=O)O)nc1-c1ccc(Br)cc1	-5%	8%	-1%	-2%	-10%[46 µM]	4%	i	-2%
CN(C)CCCOC(=O)c1ccc(Br)cc1	2%	10%	0%	9%	-11%	-11%	-5%	0%
COCCCNC(=O)c1cc(Sc2ccc(F)cc2)nc2ccccc12	9%	11%	0%[1.84 µM]	-12%	?	-4%	-1%	1%
C=CCNC(=O)C1CCN(c2nc(C)cc(-c3ccccc3)n2)CC1	?	-3%	8.9µM*	?	2%	5%	i	-5%
O=C(NCCCn1ccnc1)c1nn2c(C(F)(F)F)cc(-c3ccccc3)nc2c1Cl	5%	7%	12%	6%	nt	1%	-2%	-8%
Cc1c(-c2ccccc2)oc2c(C(=O)N3CCN(c4ccc([N+](=O)[O-])cc4)CC3)cccc2c1=O	-4%	5%	-32%[inhibitor]	3.5µM*	-11%	-21%[53 µM]	0%	?
O=C(CSc1nnc(CNC(=O)c2c(F)cccc2Cl)o1)Nc1ccccc1	4%	-3%	12%	-2%	0%	5%	-4%	0%
Cc1nn(-c2cccc([N+](=O)[O-])c2)c(N)c1-c1ccccc1	8%	6%	13µM*	-11%	30%[46 µM]	3%	-4%	-2%
N#Cc1cc([N+](=O)[O-])ccc1N1CCCC1	0%	5%	-15%	?	?	-7%	1%	-2%
CCCCC/C=C\C[C@H](O)/C=C/C=C/C=C/[C@@H](O)CCCC(=O)O	8%	6%	2%	2%	nt	-5%	4%	-1%
COC(=O)C1=C(C(=O)OC)[C@@H]2N(C)c3ccccc3[C@@]23C[C@@H](C(=O)OC)N(S(=O)(=O)c2ccc(C)cc2)C3=N1	-4%[11.4 µM]	-3%[14.2 µM]	-7%[9.22 µM]	15%[13.5 µM]	2%[9.22 µM]	10%[11.2 µM]	-10%[11.5 µM]	-5%[11.2 µM]
Cc1cccc(C)c1NC(=S)N(CCN(C)C)Cc1cccs1	3%	-7%	-10%	17%	nt	2%	-4%	-1%
CC(NC(N)=O)C(=O)Nc1ccc(Cl)c(S(=O)(=O)Nc2ccc(Br)cc2)c1 (stereo not given)	-2%	6%	-6%	7%	nt	-1%	-6%	-5%
CCOC(=O)c1sc2ccccc2c1OC(=O)c1ccc(C)cc1	-21%	nt	nt	?	-7%	8%	-7%	0%
COc1ccc(-c2cc(C(=O)Nc3sc4c(c3C#N)CCCC4)c3ccccc3n2)cc1	?	10%	-16%	?	?	0%	-3%	-6%
O=C(CSc1ccc(F)cc1)NC1CCCCC1	3%	4%	?	6%	16%[46 µM]	5%	i	-5%
COc1ccc(-c2n[nH]c(=S)n2CC(C)C)cc1	-5%	8%	-19%	-10%	1%	-7%	i	-5%
O=C(c1ccccc1)c1ccc(Sc2ccc([N+](=O)[O-])cc2)cc1	2%	3%	nt	nt	nt	-4%	8%	-4%
O=c1c(Cl)c(N2CCOCC2)cnn1-c1nc2ccccc2[nH]1	7%	-9%	11µM*	3%	-6%[46 µM]	-9%	-1%	0%
Cc1noc(C)c1S(=O)(=O)N1CCCC(C(=O)NCc2ccccn2)C1 (stereo not given)	8%	14%	-8%	10%	11%	2%	3%	0%
COc1ccccc1CC(=O)NC1CCC(C)CC1 (stereo not given)	-1%	6%	-11%	5%	nt	-1%	1%	4%
CSCCOC(=O)c1[nH]c2c(c1C)C(=O)CC(c1ccco1)C2 (stereo not given)	-5%	5%	-39%[inhibitor]	?	?	-9%	-21%	-6%
O=C(N/N=C/c1cccc2cccnc12)[C@H]1C[C@@H]1c1ccccc1	-8%	0%	nt	nt	nt	3%	-2%	0%
Cc1ccc(C(=O)c2c[nH]cc2-c2ccccc2)cc1	2%	8%	9%	4%	-1%	13%	1%	3%
COc1ccc(N(CC(=O)N2CCc3ccccc3C2)S(=O)(=O)c2c(C)[nH]c(=O)[nH]c2=O)cc1	0%	2%	-8%	-9%	1%	-2%	-2%	-3%
CC(C(=O)Nc1cc([N+](=O)[O-])ccc1Cl)N1CCN(c2ccccc2O)CC1 (stereo not given)	2%	-5%	3%	?	-5%	0%	-8%	-14%

# (next part)
compound	KDM4E inh	RGS12 GoLoco inh	SMN2 splice up	ALDH1A1 block	LMNA splice mod	TRb SRC2 PPI	RECQ1 inh	TR SRC2 fluor cs
Cc1cc(C)c(OCC(=O)Nc2ccc3c(c2)OCO3)cc1C	-3%	-4%	nt	?	-1%	5%	3%	0%
N#Cc1c(-c2ccccc2)ccnc1N1CCOCC1	?	8%	-4%	2%	?	1%	i	-2%
Cc1nc2c(cnn2-c2ccc(Cl)cc2)c(=O)n1-c1ccc(N2CCC(C)CC2)cc1	-1%	10%	-75%[inhibitor]	12%	-7%	-15%	-5%	-2%
O=C(CN(C(=O)CNS(=O)(=O)c1ccccc1)C1CCCC1)NCC1CCCO1 (stereo not given)	4%	9%	nt	6%	1%	4%	11%	1%
COc1cccc2c1CCC(NC(C)=O)C2=O (stereo not given)	?	-5%	-2%	-7%	?	-5%	11%	-2%
CCOc1ccc(C(=O)NCC(=O)OCC(=O)Nc2ccccc2OCC)cc1	1%	5%	2%	-1%	5%	1%	-11%	-4%
O=[N+]([O-])c1ccc(N=NN(CCO)CCO)cc1	7%	20%	-19%	?	2%	-5%	-2%	-2%
CC(=O)NC(Cc1ccc(F)cc1)C(=O)NC1CCN(c2ncccc2[N+](=O)[O-])CC1 (stereo not given)	0%	-2%	-3%	-1%	-16%[46 µM]	-7%	0%	-2%
O=[N+]([O-])c1ccc(N2CCN(S(=O)(=O)c3ccc(Cl)c(Cl)c3)CC2)cc1NCCN1CCOCC1	7%	11%	-10%	0%	?	-1%	0%	0%
COc1cccc(C(=O)NNC(=O)C(=O)N2CCCCC2)c1	11%	9%	-1%	0%	-4%[46 µM]	-2%	4%	-3%
